SENP1 inh: human SENP1 catalytic domain inhibitors, primary screen, biochemical, FRET, uHTS | inhibition, % at 10 µM | hit rate 0.21% among 360,000 | Sentrin-specific protease 1 (Homo sapiens), Q9P0U3 | recombinant SENP1 catalytic domain, CyPet-SUMO1-YPet FRET cleavage | AID 624204, 2012;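 active means inhibition at least 30% at 10 µM, raw YFP signal under a set limit, fluorescence ratio 0.5 to 1.5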;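 further: 0% = enzyme with DMSO and 100% = no enzyme wells; some results filed as inactive read as strong as hits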
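Test system: hSENP1 catalytic domain, recombinant; Amount: 20 pM final SENP1 enzyme; Medium: Tris pH 8 buffer plus EDTA, NaCl, BME, BSA, NP40, catalase; Schedule: 50 min enzyme reaction, room temperature, light-protected; Technique: FRET fluorescence in CFP and YFP emission channels; Controls: no-enzyme wells low, DMSO-plus-enzyme wells high control.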
PfG6PD inh: PfG6PD enzyme inhibitors, primary screen, biochemical, fluorescence intensity, uHTS | hit rate 0.78% among 350,000 | PfGluPho enzyme, NADPH resazurin-diaphorase fluorescence | glucose-6-phosphate dehydrogenase-6-phosphogluconolactonase (Plasmodium falciparum 3D7) | AID 504690, 2011 | inhibition, % at 20 µM;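 active means inhibition reaching at least a set limit at 20 µM in the primary screen, cut at about 59% in these data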;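 further: 0% = DMSO wells with substrate and 100% = DMSO wells lacking glucose-6-phosphate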
SENP8 block-1: human SENP8 protease inhibitors, primary screen, biochemical, fluorescence, Nedd8 protein substrate, uHTS | Sentrin-specific protease 8 (Homo sapiens), Q96LD8 | recombinant SENP8 | inhibition, % at 20 µM | hit rate 0.64% among 360,000 | AID 602440, 2012; in the data active means inhibition mostly above about 40%, no sharp cut-off; inactive means mostly below about 27%
NLRP3 yeast inh: NALP3 inflammasome inhibitors in reconstituted yeast, primary screen, luminescence, uHTS; hit rate 0.39% among 330,000; inhibition, % at 10 µM; Yeast reconstituted NLRP3/ASC/caspase-1, beta-gal luminescence, 24 h;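 active means inhibition of 50% or more; inactive means inhibition below 50%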;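 further: plate controls were induced DMSO wells for no effect and uninduced yeast grown without galactose for full effect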
SENP7 block: SENP7 protease inhibitors, primary screen, biochemical, luminescence, uHTS. AID 434973, 2010. recombinant SENP7, Z-RLRGG-aminoluciferin luminescence, 40 min. hit rate 1.5% among 330,000. inhibition, % at 5 µM;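 active means inhibition above about 50% at the single test dose, limit read from the data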;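 further: plate controls were DMSO with enzyme for no effect and no enzyme buffer wells for full effect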
HKDC1 inh: HKDC1 hexokinase inhibitors, primary screen, biochemical, fluorescence, uHTS. recombinant HKDC1, G6PDH/diaphorase resazurin coupled fluorescence. hit rate 0.16% among 340,000. inhibition, % at 20 µM. Q2TB90;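 active means inhibition above about 35% when tested at 20 µM, limit read from the data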;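 further: plate controls were DMSO wells with enzyme for no effect and DMSO wells lacking enzyme for full effect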
Target sequence (Q2TB90 whole entry, looked up): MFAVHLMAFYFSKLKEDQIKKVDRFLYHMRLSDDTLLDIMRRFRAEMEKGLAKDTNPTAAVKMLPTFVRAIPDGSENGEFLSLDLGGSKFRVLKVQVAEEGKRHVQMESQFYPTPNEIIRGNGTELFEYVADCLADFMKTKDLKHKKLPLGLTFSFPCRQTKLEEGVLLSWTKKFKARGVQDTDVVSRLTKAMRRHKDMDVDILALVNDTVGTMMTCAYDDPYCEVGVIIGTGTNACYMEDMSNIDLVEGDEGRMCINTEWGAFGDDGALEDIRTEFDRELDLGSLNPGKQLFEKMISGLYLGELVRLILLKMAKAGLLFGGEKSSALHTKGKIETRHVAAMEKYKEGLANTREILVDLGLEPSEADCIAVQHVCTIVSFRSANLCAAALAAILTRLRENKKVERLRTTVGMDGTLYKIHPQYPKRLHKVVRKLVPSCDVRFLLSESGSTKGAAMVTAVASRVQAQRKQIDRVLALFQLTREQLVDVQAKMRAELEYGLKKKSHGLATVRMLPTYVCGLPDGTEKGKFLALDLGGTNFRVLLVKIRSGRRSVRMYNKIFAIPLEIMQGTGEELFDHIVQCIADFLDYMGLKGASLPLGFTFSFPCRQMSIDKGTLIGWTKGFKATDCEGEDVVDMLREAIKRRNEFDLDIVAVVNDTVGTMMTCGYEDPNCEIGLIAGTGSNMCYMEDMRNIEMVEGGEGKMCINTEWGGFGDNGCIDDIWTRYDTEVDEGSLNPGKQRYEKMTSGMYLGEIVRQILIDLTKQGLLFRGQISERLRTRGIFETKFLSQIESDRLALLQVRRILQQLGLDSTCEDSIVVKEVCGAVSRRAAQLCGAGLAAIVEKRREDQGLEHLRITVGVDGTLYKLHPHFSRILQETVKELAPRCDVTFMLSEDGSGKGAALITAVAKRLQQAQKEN
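Assay system – recombinant HKDC1 (HK5) hexokinase enzyme, produced in-house · Input – HKDC1 at 5 µg/mL · Reagent – glucose plus 1 mM ATP as hexokinase substrates · Timing – 90 min reaction incubation at room temperature, dark · Measured by – G6PDH/diaphorase-coupled fluorescence, 1 mM NADP, 100 µM resazurin, 525/613 nm · Benchmarks – DMSO-enzyme wells negative, buffer-substituted wells positive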
SENP6 inh: SENP6 protease inhibitors, primary screen, biochemical, luminescence, uHTS. hit rate 1.8% among 330,000. Recombinant SENP6 catalytic domain, aminoluciferin luminescence. Sentrin-specific protease 6 (Homo sapiens), Q9GZR1. inhibition, % at 10 µM;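 active means inhibition above about 50% at the single tested dose, limit read from the data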;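 further: plate controls were DMSO wells with enzyme for no effect and DMSO wells lacking enzyme for full effect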
Apaf-1 inh: inhibitors of human Apaf-1 apoptosome, primary screen, biochemical, DEVD-Rh110 fluorescence, uHTS | Apoptotic protease-activating factor 1 (Homo sapiens), O14727 | reconstituted apoptosome caspase-3 activity | inhibition, % at 20 µM | hit rate 0.71% among 330,000 | AID 489030, 2010; active means inhibition of at least 40% at 20 µM;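 further: plate controls were DMSO wells for no effect and DEVD-CHO caspase inhibitor wells for full effect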
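System – cell-free apoptosome with Apaf-1, procaspase-3 and caspase-9 · Buffer or medium – pH 7.5 Hepes buffer with CHAPS, BSA, DTT · Also added – cytochrome c with DEVD-Rh110 · Times – 30 min compound preincubation, 50 min activation, room temperature · Technique – Rh110 fluorescence intensity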
SENP8 block-2: SENP8 protease inhibitors, primary screen, biochemical, luminescence. Sentrin-specific protease 8 (Homo sapiens), Q96LD8. purified SENP8, Z-RLRGG-aminoluciferin cleavage. inhibition, % at 10 µM. hit rate 1.2% among 330,000. AID 2540, 2010; in the data active means inhibition above about 50%
Active calls of the source: *; . = no result given.

smiles	NLRP3 yeast inh	SENP7 block	SENP8 block-2	HKDC1 inh	SENP1 inh	SENP8 block-1	PfG6PD inh	Apaf-1 inh	SENP6 inh
Nn1c(SCc2cccc(Cl)c2)nnc1-c1ccncc1	5	-6	-9	-6	2	26	11	-6	-20
Cn1c(=O)c2c(O)c(Cc3ccccc3)c(=O)n(C)c2n(C)c1=O	19	3	2	-2	-3	14	10	-20	-18
CCOC(=O)C1CSC(CC(=O)Nc2ccc(Cl)c(Cl)c2)C(=O)N1 (stereo unspecified)	0	-1	3	2	-1	17	0	0	-14
COCC(O)CNc1ccccc1 (stereo unspecified)	9	0	1	-7	1	14	9	8	18
O=C(NCc1nc2ccccc2[nH]1)c1ccco1	10	5	-6	-8	-3	30	-3	-3	-15
CCn1c(CCNC(=O)c2cccs2)nnc1SCC(=O)Nc1ccc(Cl)cc1	-1	-5	-2	-4	3	9	17	-5	-7
CC(=O)Nc1cccc(-c2csc(Nc3cc(C)ccn3)n2)c1	4	-4	1	-5	1	-30	27	-3	10
Cc1ccc(NC2c3ncccc3C(=O)N2Cc2cccs2)cc1C (stereo unspecified)	26	4	-2	9	1	3	11	12	2
Cn1c(NNC(=O)c2cccc3ccccc23)cc(=O)n(C)c1=O	16	-8	4	2	-117	-1	0	13	2
C=CCC(=O)NC(C)c1cnn(-c2ccccc2C)c1C (stereo unspecified)	-6	2	1	6	2	23	-10	-12	-28
COc1ccc(CCNC(=S)NCc2ccc(Cl)c(Cl)c2)cc1OC	18	-3	-4	18	2	6	3	9	-20
C=CCNC1=C(Cl)C(=O)N(c2ccccc2Cl)C1=O	8	5	-3	6	-4	-64	-7	-3	-14
c1ccc(-c2n[nH]c(-c3ccccc3)c2-c2nc3ccccc3[nH]2)cc1	10	7	-4	-1	-2	7	-6	18	-14
COc1cccc(C2c3c(-c4ccccc4O)n[nH]c3C(=O)N2Cc2ccco2)c1 (stereo unspecified)	6	-5	-12	4	3	5	8	17	-14
Cc1onc(-c2ccccc2Cl)c1C(=O)Nc1cccc(S(=O)(=O)NC2=NCCC2)c1	8	5	-5	-2	1	10	-9	7	-9
O=C(CN1C(=O)CSc2ccccc21)Nc1ccc2c(c1)OCCO2	10	2	-4	0	1	8	-9	-12	7
O=C(c1cc(-c2ccc(Cl)cc2)nc2ccccc12)N1CCOCC1	7	-11	-16	-5	3	14	-5	8	-11
O=C(NCCCNCc1ccccc1)/C(=N\O)c1ccccc1	11	2	0	-3	-1	13	-14	2	-6
O=C(CCC(=O)N1CCOc2ccc(Cl)cc21)NCCCN1CCN(c2ccccc2F)CC1	1	8	6	-3	1	25	-9	19	5
COc1cc(C2CC(=O)NC3=C2C(=O)CC(C)(C)C3)ccc1O (stereo unspecified)	.	.	.	-7	-1	8	7	.	.

As a working copy, 12 of the compounds above.
smiles	NLRP3 yeast inh	SENP7 block	SENP8 block-2	HKDC1 inh	SENP1 inh	SENP8 block-1	PfG6PD inh	Apaf-1 inh	SENP6 inh
Cn1c(NNC(=O)c2cccc3ccccc23)cc(=O)n(C)c1=O	16	-8	4	2	-117	-1	0	13	2
C=CCC(=O)NC(C)c1cnn(-c2ccccc2C)c1C (stereo unspecified)	-6	2	1	6	2	23	-10	-12	-28
COc1ccc(CCNC(=S)NCc2ccc(Cl)c(Cl)c2)cc1OC	18	-3	-4	18	2	6	3	9	-20
C=CCNC1=C(Cl)C(=O)N(c2ccccc2Cl)C1=O	8	5	-3	6	-4	-64	-7	-3	-14
c1ccc(-c2n[nH]c(-c3ccccc3)c2-c2nc3ccccc3[nH]2)cc1	10	7	-4	-1	-2	7	-6	18	-14
COc1cccc(C2c3c(-c4ccccc4O)n[nH]c3C(=O)N2Cc2ccco2)c1 (stereo unspecified)	6	-5	-12	4	3	5	8	17	-14
Cc1onc(-c2ccccc2Cl)c1C(=O)Nc1cccc(S(=O)(=O)NC2=NCCC2)c1	8	5	-5	-2	1	10	-9	7	-9
O=C(CN1C(=O)CSc2ccccc21)Nc1ccc2c(c1)OCCO2	10	2	-4	0	1	8	-9	-12	7
O=C(c1cc(-c2ccc(Cl)cc2)nc2ccccc12)N1CCOCC1	7	-11	-16	-5	3	14	-5	8	-11
O=C(NCCCNCc1ccccc1)/C(=N\O)c1ccccc1	11	2	0	-3	-1	13	-14	2	-6
O=C(CCC(=O)N1CCOc2ccc(Cl)cc21)NCCCN1CCN(c2ccccc2F)CC1	1	8	6	-3	1	25	-9	19	5
COc1cc(C2CC(=O)NC3=C2C(=O)CC(C)(C)C3)ccc1O (stereo unspecified)	.	.	.	-7	-1	8	7	.	.

(continued)
smiles	NLRP3 yeast inh	SENP7 block	SENP8 block-2	HKDC1 inh	SENP1 inh	SENP8 block-1	PfG6PD inh	Apaf-1 inh	SENP6 inh
Cc1cc(C)n(C(=O)Cn2nc([N+](=O)[O-])c(Br)c2C)n1	4	-6	-11	0	2	13	10	-23	11
CCOc1ccc(C(=O)NCC(=O)N2CCN(c3ccc(C(F)(F)F)cn3)CC2)cc1	19	9	-4	-4	2	-10	3	-1	-5
O=C(O)c1cc(S(=O)(=O)Nc2ccccc2Cc2ccccc2)ccc1Cl	18	6	5	-1	8	2	-6	1	10
COc1cccc(NC(=S)N(Cc2ccccn2)Cc2ccccc2Cl)c1	-5	9	0	6	2	5	6	2	6
CCCc1ccc2oc(C(=O)N3CCCC3)c(C)c2c1	37	0	-7	-2	2	4	7	17	-10
Cc1ccc(-n2c(C)nnc2SCC(=O)N(C)C2CCS(=O)(=O)C2)cc1 (stereo unspecified)	24	2	-2	-4	1	5	8	-4	-2
CC1=NNC(=O)C1C(c1ccccc1)C(C#N)C#N (stereo unspecified)	16	-10	-8	-3	-3	-9	2	-4	-16
CN1CCN(c2ncnc3c2cnn3-c2ccc(Cl)cc2)CC1	26	35	38	-1	-9	8	15	6	46
CCC(=O)NC(c1ccccc1)c1c(O)ccc2ccccc12 (stereo unspecified)	9	-7	1	5	1	-75	8	13	-15
Cc1oc2cc([N+](=O)[O-])c(O)c([N+](=O)[O-])c2c1C(=O)c1ccc(Cl)cc1	14	1	2	4	5	42*	-18	0	-9
Cc1ccc(NC(=O)CN(C)C(=O)C2CCC2)cc1	.	.	.	-1	-1	28	9	.	.
C/C=C/c1ccccc1OCc1ccc(C(=O)O)o1	-4	-11	-14	-2	2	14	-13	3	-5
COc1ccc2c(c1)c1c3n2CCN(C)C3=NCC1	3	1	-4	-2	-1	-414	-17	0	-1
CC(C)(C)c1ccc(OCCC(=O)Nc2cccc(S(=O)(=O)N3CCOCC3)c2)cc1	24	-5	-8	-1	-1	0	27	26	-12
CS(=O)(=O)Nc1nc2ccccc2[nH]1	18	-3	-7	0	2	4	-6	-2	1
O=C(NN=C1CCCCC1)Nc1ccccc1Cl	18	2	18	-3	3	19	-14	4	32
N/C(=N\OC(=O)c1cc(-c2ccccc2)nc2ccccc12)c1ccncc1	7	-12	-6	-7	0	-167	1	-7	-23
CCn1c(CC(=O)Nc2ccccc2)n[nH]c1=S	-6	-5	-3	-2	0	7	22	-1	-11
Cc1ccc2[nH]c(=O)c(-c3nc4c(C)cccn4c3NCc3ccco3)cc2c1	7	-1	9	-3	7	-8	8	8	-5
CC1(C)Cc2c(c(N3CCOCC3)nc3sc4c(NCCN)ncnc4c23)CO1	.	.	.	10	-27	-293	16	.	.
CCc1nnc(NC(=O)C(C)Sc2ccccc2)s1 (stereo unspecified)	20	5	-3	-6	0	8	0	0	-4
O=C(O)CSc1nnc(-c2ccncc2)n1-c1ccc(Cl)cc1	1	-4	-8	-9	1	9	-8	-12	-8
CNS(=O)(=O)c1cccc(C(=O)OCC(=O)Nc2nc(OC)cc(OC)n2)c1	-7	3	3	7	-3	18	15	1	5
COc1ccc(-c2nc(CN3CCC(C(=O)NC4CCCC4)CC3)c(C)o2)cc1OC	-2	-11	-1	3	1	8	0	-12	9
CCOC(=O)c1cc(C#N)c(SCC(=O)Nc2ccc(C(C)=O)cc2)[nH]c1=O	6	0	4	-5	-14	-253	-23	-4	-19
Cc1ccc2nc(SCC(=O)N3CCCCC3)nc(=O)n2c1	24	3	-9	-8	0	-85	2	12	10
COc1ccc(OCC(=O)Nc2c(C)ccc3nsnc23)cc1	13	-7	0	-4	4	-36	13	8	-15
Cc1noc2ncc(C(=O)c3cc(F)ccc3O)cc12	2	4	-6	-2	-12	0	-7	12	-18
CCOc1cc(/C=C2/C(=O)N(c3ccccc3)N=C2C)ccc1OC(=O)c1ccco1	12	68*	7	14	5	66*	14	97*	34
CN(C)S(=O)(=O)c1cccc(C(=O)Nc2ccc(S(=O)(=O)N3CCCC3)cc2)c1	30	-4	-6	-4	1	5	0	9	-9
CC(C)C(=NO)c1ccccc1	.	.	.	-8	0	12	13	.	.
COCCNC(=O)C1CC(c2ccccc2C(F)(F)F)=NO1 (stereo unspecified)	18	7	-18	-4	2	13	-5	-1	-25
COc1ccccc1CNc1nc(=S)[nH]c2cc(OC)c(OC)cc12	5	-7	-10	9	-7	-9	18	7	2
O=C(OC(C(=O)NC1CCCCC1)c1ccccc1F)c1ccco1 (stereo unspecified)	5	-9	-14	-5	1	3	5	6	-12
CC(=O)C1=C(C)NC(SCc2cccc3ccccc23)=C(C#N)C1c1ccco1 (stereo unspecified)	5	-2	-3	7	-4	-15	32	1	-11
CN(C(=O)COC(=O)COc1ccc(Cl)cc1Cl)c1c(N)n(Cc2ccccc2)c(=O)[nH]c1=O	4	-2	-3	-8	1	3	-15	5	-4

Source: PubChem BioAssay (Sanford-Burnham Center for Chemical Genomics)
